TAAR1 antag = human TAAR1 antagonists, primary screen, Fluo-8 calcium fluorescence, CHO RD-HGA16 cells. actives 1.5% (n = 360,000). antagonist. inhibition, % at 3 µM. AID 624466, 2012;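 active = inhibition above a per-plate cutoff, the mean inhibition of test compounds on that plate plus 3 SD, cut at about 49% in these data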;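 also: 0% = DMSO plus EC80 beta-PEA response and 100% = DMSO alone without agonist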
Target sequence (Q96RJ0 whole entry, looked up): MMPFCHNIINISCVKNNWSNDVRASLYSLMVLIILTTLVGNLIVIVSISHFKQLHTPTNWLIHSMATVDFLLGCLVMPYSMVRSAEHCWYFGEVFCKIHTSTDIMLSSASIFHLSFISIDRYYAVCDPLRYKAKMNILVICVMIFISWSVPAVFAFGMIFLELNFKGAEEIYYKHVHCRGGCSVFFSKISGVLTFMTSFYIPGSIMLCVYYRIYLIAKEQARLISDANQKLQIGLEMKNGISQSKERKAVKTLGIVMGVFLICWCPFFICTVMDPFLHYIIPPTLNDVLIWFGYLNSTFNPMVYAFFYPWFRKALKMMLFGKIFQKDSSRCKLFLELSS
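Test system – hTAAR1-expressing CHO RD-HGA16 cells, Gα16-coupled · Reagent – β-PEA at EC80 concentration, post-compound challenge · Compound dosing – 3 µM, single point · Timing – 140 s kinetic read after compound, 140 s after agonist · Detection – Fluo-8 intracellular calcium dye fluorescence, real-time kinetic reads · Control set – DMSO and EC80 PEA controls · Repeats – n of 1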
TAAR1 agonist = human TAAR1 agonists, primary screen, Fluo-8 calcium fluorescence, CHO RD-HGA16 cells | Trace amine-associated receptor 1 (Homo sapiens), Q96RJ0 | vehicle wells 0%, saturating PEA agonist 100% | activation, % at 3 µM | actives 0.99% (n = 360,000);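 active = activation above the mean activation of all test compounds in the run plus 3 SD, cut at about 38% in these data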
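System: CHO-derived RD-HGA16 cells with stable Gα16 and human TAAR1. Times: 17-24 h plating, Fluo-8 75 min 37 °C, 30 min RT. Measured by: calcium-sensitive Fluo-8 signal, excitation 470-495, emission 515-575 nm. Read-out basis: % activation relative to PEA EC100 response. Control set: DMSO and PEA EC100. Repeats: no replicates (n 1).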
M5 antag = human M5 muscarinic receptor antagonists, primary screen, CHO cells, Fluo-8 calcium fluorescence; inhibition, % at 3 µM; CHO-hM5 cells, ACh EC80; Muscarinic acetylcholine receptor M5 (Homo sapiens), P08912; actives 0.59% (n = 360,000);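 active = inhibition above a per-plate cutoff, the mean of that plate's test compounds plus 3 SD, cut at about 27% in these data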;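 also: 0% = acetylcholine EC80 with DMSO and 100% = DMSO without agonist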
Target sequence (P08912 whole entry, looked up): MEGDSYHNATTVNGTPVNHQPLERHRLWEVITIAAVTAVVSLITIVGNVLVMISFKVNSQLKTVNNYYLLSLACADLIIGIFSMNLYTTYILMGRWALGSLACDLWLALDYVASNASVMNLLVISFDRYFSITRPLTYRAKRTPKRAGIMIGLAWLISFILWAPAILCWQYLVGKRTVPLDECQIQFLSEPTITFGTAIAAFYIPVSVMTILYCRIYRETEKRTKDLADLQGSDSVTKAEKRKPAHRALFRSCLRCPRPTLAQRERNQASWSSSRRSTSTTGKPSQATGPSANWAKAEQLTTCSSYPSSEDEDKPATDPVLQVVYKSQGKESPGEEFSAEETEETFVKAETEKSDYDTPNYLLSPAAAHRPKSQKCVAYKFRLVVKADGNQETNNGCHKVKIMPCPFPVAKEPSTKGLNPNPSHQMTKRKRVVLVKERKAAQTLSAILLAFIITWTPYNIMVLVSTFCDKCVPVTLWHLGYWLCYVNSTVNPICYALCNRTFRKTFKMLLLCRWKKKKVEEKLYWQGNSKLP
CRFR2-BP antag = antagonists of CRF-BP/CRF-R2 complex, primary screen, cell-based, HEK293, calcium dye fluorescence, uHTS. CRF-induced calcium fluorescence. inhibition, % at 11.8 µM. actives 0.59% (n = 350,000);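 active = inhibition of the ligand-induced calcium signal above about 50% at the single tested concentration, limit read from the data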
CHO-K1 Ca PAM = nonselective calcium activators in parental CHO-K1 cells, primary screen, counter-screen for M1 PAM project, cell-based, Fluo-8 calcium fluorescence, full deck, 1536-well. actives 0.02% (n = 360,000). ATP EC20; 0% at ATP EC20, 100% at ATP max. AID 602247, 2012. activation, % at 3 µM;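 active = activation above the run cutoff, the mean activation of all test compounds plus 3 SD, cut at about 40% in these data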;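 also: peak over basal fluorescence ratio in a 140 s read after ATP addition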
CHRM4 PAM = human M4 muscarinic receptor positive allosteric modulators, primary screen, CHO-K1 cells, Fluo-8 calcium fluorescence; Muscarinic acetylcholine receptor M4 (Homo sapiens), P08173; CHO-K1 hM4/Gqi5, ACh EC20; 0% = ACh EC20, 100% = maximal ACh; activation, % at 3 µM; actives 0.4% (n = 360,000); AID 624126, 2012;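 active = activation above its plate's cutoff, the mean activation of sample wells plus 3 SD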; also: some results filed as inactive read as strong as hits
CRFBP-R2 agonist = agonists of CRF-BP/CRF-R2 complex, primary screen, cell-based, HEK293, calcium dye fluorescence, uHTS; AID 588473, 2011; actives 0.46% (n = 350,000); CRF-binding protein / CRF receptor 2 complex (human); activation, % at 13.2 µM; calcium dye fluorescence (FLIPR); percent of saturating CRF peptide response;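 active = activation of at least 50%, plus an integration ratio under a set limit after plate pattern correction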;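 also: plate controls were neutral control wells without compound for no effect and CRF at EC100 for full effect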
M5 PAM = human M5 muscarinic receptor positive allosteric modulators, primary screen, CHO-K1 cells, Fluo-8 calcium fluorescence | Muscarinic acetylcholine receptor M5 (Homo sapiens), P08912 | CHO-K1 hM5, ACh EC20 PAM; 0% = ACh EC20, 100% = ACh EC100 | activation, % at 3 µM | actives 0.3% (n = 360,000) | AID 624038, 2012;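 active = activation above the run cutoff, the mean activation of all test compounds plus 3 SD, cut at about 18% in these data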
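System – CHO-K1 hM5 cells · Compound – 3 µM, single dose · Incubation – compound preincubation 140 s before EC20 acetylcholine addition · Technique – Fluo-8 calcium fluorescence · Measure – Max/basal fluorescence ratio as % of EC20–EC100 ACh window · Benchmarks – low control EC20 acetylcholine (0%), high control EC100 acetylcholine (100%) · Replication – singlicate, one well per test compound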
M5 ag = human M5 muscarinic receptor agonists, primary screen, CHO-K1 cells, Fluo-8 calcium fluorescence; Muscarinic acetylcholine receptor M5 (Homo sapiens), P08912; CHO-K1 hM5 cells; 0% DMSO wells, 100% maximal acetylcholine response; activation, % at 3 µM; actives 0.19% (n = 360,000); AID 624037, 2012;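 active = activation above the run's mean over test compounds plus 3 SD, cut at about 23% in these data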;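 also: signal is peak over basal fluorescence ratio across the kinetic read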
* hit, by the source's call.

Cc1ccc(-c2nn(-c3ccccc3)cc2C(=O)Nc2ccc(C(=O)O)cc2)cc1 was read as TAAR1 antag 28.9, TAAR1 agonist 4.1, M5 antag 3.6, CRFR2-BP antag 0.8, CHO-K1 Ca PAM 0.1, CHRM4 PAM -3.5, CRFBP-R2 agonist -2.0, M5 PAM -10.4 and M5 ag -2.8.
`COC(=O)c1cccc(NC(=O)c2cccs2)c1C` gave TAAR1 antag -2.5, TAAR1 agonist 17.3, M5 antag 1.0, CRFR2-BP antag 1.2, CHO-K1 Ca PAM 13.8, CHRM4 PAM -1.5, CRFBP-R2 agonist -0.6, M5 PAM -11.0 and M5 ag -5.6.
For Fc1ccccc1CNC(=S)Nc1ccc(Cl)cc1 the results were TAAR1 antag 3.2, TAAR1 agonist 5.0, M5 antag 12.4, CRFR2-BP antag 66.0*, CHO-K1 Ca PAM -3.9, CHRM4 PAM -6.8, CRFBP-R2 agonist 31.5, M5 PAM -16.4 and M5 ag 4.0.
Screening Cc1cccn2c(CNCC3OCCc4ccccc43)c(C(=O)N3CCCCC3)nc12 (stereo not drawn) returned TAAR1 antag 44.8, TAAR1 agonist 69.2*, M5 antag 6.7, CRFR2-BP antag 0.6, CHO-K1 Ca PAM 15.7, CHRM4 PAM -10.4, CRFBP-R2 agonist -1.2, M5 PAM -8.9 and M5 ag 3.8.
Screening CCOC(=O)CN1C(=O)C(O)(CC(=O)c2cccc(OC)c2)c2ccccc21 (stereo not drawn) returned TAAR1 antag -1.9, TAAR1 agonist 3.4, M5 antag -10.0, CRFR2-BP antag 3.1, CHO-K1 Ca PAM 19.2, CHRM4 PAM -1.1, CRFBP-R2 agonist 0.1, M5 PAM 4.9 and M5 ag -0.4.
Screening COc1ccccc1CNC(=S)Nc1cc(C)ccc1C returned TAAR1 antag 9.3, TAAR1 agonist -0.4, M5 antag 1.6, CRFR2-BP antag 30.4, CHO-K1 Ca PAM 7.4, CHRM4 PAM 4.2, CRFBP-R2 agonist -0.1, M5 PAM -7.5 and M5 ag -8.6.
For CCN(CC)C(=S)Sc1c(-c2ccccc2)c2cc(Cl)ccc2[nH]c1=O the results were TAAR1 antag 22.1, TAAR1 agonist 8.8, M5 antag -5.1, CRFR2-BP antag -11.7, CHO-K1 Ca PAM 8.3, CHRM4 PAM -11.3, CRFBP-R2 agonist 70.7*, M5 PAM -1.3 and M5 ag -2.0.
Screening C[C@@H]1CC(=O)[C@H]2CC(CO)=CCC[C@@H]2[C@@]1(C)CC/C(=C/CO)CO returned M5 antag 4.8, CRFR2-BP antag 13.2, CHO-K1 Ca PAM -3.2, CHRM4 PAM -3.0, CRFBP-R2 agonist -0.2, M5 PAM -2.5 and M5 ag 3.1.
For CC(=O)c1cc(NC(=O)c2ccccc2)c(=O)oc1C the results were TAAR1 antag 1.2, TAAR1 agonist 3.6, M5 antag 9.9, CRFR2-BP antag 8.2, CHO-K1 Ca PAM 12.5, CHRM4 PAM -11.8, CRFBP-R2 agonist 0.5, M5 PAM -11.1 and M5 ag 3.0.
`O=C(NC1CC1)c1ccc(NS(=O)(=O)c2ccccc2)cc1` gave TAAR1 antag -3.9, TAAR1 agonist 5.0, M5 antag 2.6, CRFR2-BP antag 3.4, CHO-K1 Ca PAM 11.3, CHRM4 PAM 7.2, CRFBP-R2 agonist 0.5, M5 PAM 5.3 and M5 ag -1.4.
`CCOc1ccc(N(CC(=O)Nc2cccc(OC)c2)S(=O)(=O)c2c(C)noc2C)cc1` gave TAAR1 antag 10.1, TAAR1 agonist -1.6, M5 antag 9.1, CRFR2-BP antag 0.5, CHO-K1 Ca PAM -8.8, CHRM4 PAM -9.3, CRFBP-R2 agonist 2.6, M5 PAM -5.9 and M5 ag -0.8.
For CCSCc1nnc(SCC(=O)Nc2cccc(SC)c2)n1C the results were TAAR1 antag 15.9, TAAR1 agonist -1.0, M5 antag -8.3, CRFR2-BP antag 8.9, CHO-K1 Ca PAM 17.4, CHRM4 PAM 4.1, CRFBP-R2 agonist -2.2, M5 PAM 2.3 and M5 ag -0.5.
Screening COc1cccc(NC(=O)Cn2cnc3sc(C)c(S(=O)(=O)N4CCCCC4)c3c2=O)c1 returned TAAR1 antag 3.7, TAAR1 agonist 5.3, M5 antag -0.1, CRFR2-BP antag -9.6, CHO-K1 Ca PAM 0.5, CHRM4 PAM -0.4, CRFBP-R2 agonist -0.7, M5 PAM -2.2 and M5 ag 1.5.
COc1ccc(-c2csc(N(CCCN3CCOCC3)C(=O)c3ccco3)n2)cc1 was read as TAAR1 antag 38.4, TAAR1 agonist 14.3, M5 antag 18.2, CRFR2-BP antag -28.1, CHO-K1 Ca PAM -4.4, CHRM4 PAM -9.6, CRFBP-R2 agonist -0.3, M5 PAM -11.6 and M5 ag -2.4.
CC(=O)Oc1cccc(C(=O)Nc2ccc3c(c2)C(=O)N(CC2CCCO2)C3=O)c1 (stereo not drawn) was read as TAAR1 antag -1.0, TAAR1 agonist 3.7, M5 antag -0.4, CRFR2-BP antag 10.2, CHO-K1 Ca PAM -16.9, CHRM4 PAM 11.1, CRFBP-R2 agonist -1.1, M5 PAM 10.0 and M5 ag -2.0.
For O=C(CSc1nnc(-c2ccccn2)n1Cc1ccco1)Nc1ccc2c(c1)OCO2 the results were TAAR1 antag -4.8, TAAR1 agonist 9.7, M5 antag -0.6, CRFR2-BP antag 2.5, CHO-K1 Ca PAM 14.1, CHRM4 PAM 8.3, CRFBP-R2 agonist 0.5, M5 PAM -12.4 and M5 ag 2.8.
`O=C1CC[C@@H](CN(Cc2ccccn2)Cc2nc(Cc3ccccc3)no2)N1` gave TAAR1 antag 13.1, TAAR1 agonist 9.5, M5 antag -0.6, CRFR2-BP antag 1.7, CHO-K1 Ca PAM -11.4, CHRM4 PAM 4.0, CRFBP-R2 agonist -0.8, M5 PAM -3.9 and M5 ag -5.0.
`O=C(CCC(=O)N1CCOc2ccccc21)NCCCN1CCN(Cc2ccccc2)CC1` gave TAAR1 antag -16.1, TAAR1 agonist 0.8, M5 antag -4.5, CRFR2-BP antag -8.3, CHO-K1 Ca PAM 15.2, CHRM4 PAM -2.1, CRFBP-R2 agonist 2.5, M5 PAM -0.3 and M5 ag -2.5.
For CC1(C)NC(=O)N(CCOc2cccc(Oc3ccccc3)c2)C1=O the results were TAAR1 antag 2.6, TAAR1 agonist 1.1, M5 antag 1.5, CRFR2-BP antag 15.8, CHO-K1 Ca PAM 22.7, CHRM4 PAM -2.0, CRFBP-R2 agonist -3.4, M5 PAM 1.0 and M5 ag 6.0.
Screening Cc1ccc(S(=O)(=O)N/N=C\c2cc([N+](=O)[O-])ccc2Cl)cc1 returned TAAR1 antag -5.3, TAAR1 agonist -0.5, M5 antag 0.4, CRFR2-BP antag 10.9, CHO-K1 Ca PAM 9.9, CHRM4 PAM 9.5, CRFBP-R2 agonist -0.3, M5 PAM -1.2 and M5 ag 0.9.

3 entries out of the list, ordered by formula weight, lowest first:
CC(=O)Oc1cccc(C(=O)Nc2ccc3c(c2)C(=O)N(CC2CCCO2)C3=O)c1 (stereo not drawn) was read as TAAR1 antag -1.0, TAAR1 agonist 3.7, M5 antag -0.4, CRFR2-BP antag 10.2, CHO-K1 Ca PAM -16.9, CHRM4 PAM 11.1, CRFBP-R2 agonist -1.1, M5 PAM 10.0 and M5 ag -2.0.
COc1ccc(-c2csc(N(CCCN3CCOCC3)C(=O)c3ccco3)n2)cc1 was read as TAAR1 antag 38.4, TAAR1 agonist 14.3, M5 antag 18.2, CRFR2-BP antag -28.1, CHO-K1 Ca PAM -4.4, CHRM4 PAM -9.6, CRFBP-R2 agonist -0.3, M5 PAM -11.6 and M5 ag -2.4.
For O=C(CSc1nnc(-c2ccccn2)n1Cc1ccco1)Nc1ccc2c(c1)OCO2 the results were TAAR1 antag -4.8, TAAR1 agonist 9.7, M5 antag -0.6, CRFR2-BP antag 2.5, CHO-K1 Ca PAM 14.1, CHRM4 PAM 8.3, CRFBP-R2 agonist 0.5, M5 PAM -12.4 and M5 ag 2.8.

(further entries)
Cc1ccc(NS(=O)(=O)c2ccc3c(c2)CC(=O)N3)cc1C was read as TAAR1 antag -29.4, TAAR1 agonist 7.7, M5 antag -0.7, CRFR2-BP antag 4.5, CHO-K1 Ca PAM -4.8, CHRM4 PAM 4.4, CRFBP-R2 agonist 2.1, M5 PAM 0.8 and M5 ag 1.7.
`O=C1CC(c2ccccc2)CC(O)=C1C=NCc1ccc(Cl)c(Cl)c1` (stereo not drawn) gave TAAR1 antag -18.6, TAAR1 agonist -1.4, M5 antag 1.4, CRFR2-BP antag 8.3, CHO-K1 Ca PAM 5.9, CHRM4 PAM 3.2, CRFBP-R2 agonist -3.3, M5 PAM -1.1 and M5 ag 0.3.
`CCN(CC(=O)Nc1ccc(OC)cc1)CC(=O)Nc1cccc(C#N)c1` gave TAAR1 antag -3.1, TAAR1 agonist 1.4, M5 antag 1.6, CRFR2-BP antag -0.3, CHO-K1 Ca PAM -1.7, CHRM4 PAM 0.1, CRFBP-R2 agonist -1.4, M5 PAM -3.0 and M5 ag -0.8.
`Cc1sc2ncn(CC(=O)N3CCCC(C)C3)c(=O)c2c1S(=O)(=O)N1CCCCC1` (stereo not drawn) gave TAAR1 antag 4.2, TAAR1 agonist 1.2, M5 antag 0.8, CRFR2-BP antag 7.7, CHO-K1 Ca PAM 7.6, CHRM4 PAM -1.0, CRFBP-R2 agonist -0.2, M5 PAM 3.8 and M5 ag -0.4.
`CCOc1ccccc1OCC(=O)Nc1ccc(N2CCOCC2)cc1N1CCOCC1` gave TAAR1 antag -4.6, TAAR1 agonist 1.5, M5 antag 8.8, CRFR2-BP antag -4.5, CHO-K1 Ca PAM 14.1, CHRM4 PAM 0.4, CRFBP-R2 agonist -0.1, M5 PAM -4.4 and M5 ag 2.2.
`CCOc1ccc(C2=CC(c3ccccc3)n3ncnc3N2)cc1` (stereo not drawn) gave M5 antag -6.6, CRFR2-BP antag -9.7, CHO-K1 Ca PAM 10.4, CHRM4 PAM 3.7, CRFBP-R2 agonist 53.1*, M5 PAM 3.9 and M5 ag 2.5.
COc1ccc(NC(=O)CN(C)C(=O)c2ccc(NS(=O)(=O)c3cccc([N+](=O)[O-])c3)cc2)cc1 was read as TAAR1 antag -12.6, TAAR1 agonist 4.8, M5 antag 1.0, CRFR2-BP antag 0.9, CHO-K1 Ca PAM -29.4, CHRM4 PAM -2.5, CRFBP-R2 agonist 0.1, M5 PAM -2.2 and M5 ag 2.4.
